# D1 agonist: activates the human D1 dopamine receptor; P21728; HEK293 T-REx D1 cells, calcium flux, agonist mode; activation, % at 2 µM; 360,000 compounds, 1% hits; note: 0% is about no effect
#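 Agonism was scored from calcium flux recorded over 180 s (1 read/s) after pintool compound addition, following a 10-cycle baseline. Cells were inducible force-coupled HEK293 TREx D1, plated overnight at 30 C and loaded with no-wash calcium dye.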
# D2 potentiator: positive allosteric modulators of human D2 dopamine receptor. 340,000 compounds, 0.34% hits. potentiation, % at 10 µM. HEK293 T-REx D2, calcium flux, EC20 dopamine potentiation. AID 485347;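 active = potentiation over 3 SD above the plate norm, cut at about 30% in these data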; note: 0% is about no effect
#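 Cells plated with tetracycline inducer and held overnight at 30 C; calcium dye loaded 30–90 min at room temperature; baseline taken, compound added and read 180 s; EC20 dopamine then added and read 180 s.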
# D1 antagonist: antagonists of human D1 dopamine receptor. 360,000 compounds, 3.2% hits. HEK293 TREx D1 cells, calcium flux, dopamine EC80; active compounds read low. P21728. activity change, negative = inhibition, % at 10 µM; in the data active = activity change below about -30%; note: % is set by controls: 0 for no effect and ±100 for the full control effect
#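 Tetracycline-induced HEK293 T-REx cells with force-coupled D1 receptor were loaded with a no-wash calcium dye. Compound was added after a 10 s baseline and read kinetically for 180 s; EC80 dopamine was then added and calcium flux followed another 180 s.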
# RXFP1 antag: RXFP1 (human) relaxin receptor antagonism | Q9HBX9 | HEK293-RXFP1, relaxin-stimulated cAMP HTRF, 30 min; active compounds read low | activity change, negative = inhibition, % at 57.5 µM | 350,000 compounds, 0.59% hits | AID 1259400;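 active = activity change of -60% or lower, but not beyond a set lower limit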; note: % is set by controls: 0 for no effect and ±100 for the full control effect
# Target sequence (Q9HBX9 whole entry, looked up): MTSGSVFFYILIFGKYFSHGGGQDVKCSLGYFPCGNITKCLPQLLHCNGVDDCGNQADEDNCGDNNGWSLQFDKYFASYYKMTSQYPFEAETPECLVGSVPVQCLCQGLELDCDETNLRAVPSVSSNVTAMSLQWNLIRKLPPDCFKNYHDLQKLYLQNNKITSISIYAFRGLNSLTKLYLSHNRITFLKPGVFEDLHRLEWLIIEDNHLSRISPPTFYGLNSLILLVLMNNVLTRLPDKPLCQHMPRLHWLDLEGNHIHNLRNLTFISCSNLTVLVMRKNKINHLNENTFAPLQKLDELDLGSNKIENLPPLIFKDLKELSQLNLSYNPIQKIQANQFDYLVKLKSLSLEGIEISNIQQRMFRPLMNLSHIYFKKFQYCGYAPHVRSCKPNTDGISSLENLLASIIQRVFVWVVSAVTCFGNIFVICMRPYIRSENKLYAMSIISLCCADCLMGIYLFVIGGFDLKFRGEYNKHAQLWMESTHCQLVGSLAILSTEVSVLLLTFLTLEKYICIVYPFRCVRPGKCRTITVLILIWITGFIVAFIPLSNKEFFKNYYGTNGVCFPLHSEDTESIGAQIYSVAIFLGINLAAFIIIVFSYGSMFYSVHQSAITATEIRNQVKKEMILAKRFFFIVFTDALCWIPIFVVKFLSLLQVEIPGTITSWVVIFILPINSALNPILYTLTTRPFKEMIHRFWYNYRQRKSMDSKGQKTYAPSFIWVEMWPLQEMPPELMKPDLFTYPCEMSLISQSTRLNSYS
# D2 antagonist: D2 dopamine receptor (human) antagonism; P14416; HEK293 TREx D2 cells, calcium flux, dopamine EC80; inhibition, % at 10 µM; 340,000 compounds, 2% hits; in the data active = inhibition above about 30%; note: 0% is about no effect
#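 Measurement of antagonist activity uses fluorescent calcium dye in inducible HEK293 T-REx D2 cells: 10 s baseline, compound addition with 180 s read, EC80 dopamine addition with a further 180 s read.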
# TRHR PAM: allosterically enhances the human TRH receptor. P34981. TRHR cells, fluo-8 calcium fluorescence, EC20 TRH enhancement. enhancement, % at 2 µM. 360,000 compounds, 0.66% hits. AID 493056; in the data active = enhancement above about 30%; note: 0% is about no effect
#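 TRHR-expressing cells loaded with fluo-8 calcium dye were read kinetically (ex 480/em 530) during compound addition, then stimulated with an EC20 of TRH (10 nM final). Enhancement of the Gq-mediated intracellular calcium response was scored.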
# D1 PAM: enhances dopamine response at the human D1 receptor; HEK293 TREx D1 cells, calcium flux, dopamine EC20 potentiation; potentiation, % at 10 µM; 360,000 compounds, 0.036% hits; in the data active = potentiation above about 30%; note: 0% is about no effect
# TRHR ag: TRH receptor (human) agonism | TRHR cells, calcium flux fluo-8, FDSS agonist mode | activation, % at 2 µM | 360,000 compounds, 0.18% hits; note: 0% is about no effect
#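 TRHR-expressing cells, plated overnight in medium with 10% serum, were loaded with fluo-8 calcium dye at room temperature. After a 10 s baseline, library compound was pin-added and calcium release was recorded kinetically (ex 480/em 530) as agonist response.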
# D2 agonist: activates the human D2 dopamine receptor. P14416. HEK293 T-REx D2 cells, calcium flux agonist mode. activation, % at 2 µM. 340,000 compounds, 0.53% hits. AID 485358;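 active = activation over 3 SD above normal in the single-dose calcium agonist read, cut at about 30% in these data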; note: 0% is about no effect
#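 HEK293 Trex D2 cells, tetracycline-induced, o/n 30 C 5% CO2; no-wash Ca dye, RT 30–90 min; 10-cycle baseline, 23 nl cpd added, kinetic Ca read 180 s; agonist hits = positive Ca response.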
# * marks the source's active call; other numbers are inactive results; . = no result given. Cut-off read from the data, not from the text of the source, unless noted: active = activation above about 30%; inactive = the rest. Random draw from the library; any-hit rate near 7.3%.
molecule	D1 agonist	D2 potentiator	D1 antagonist	RXFP1 antag	D2 antagonist	TRHR PAM	D1 PAM	TRHR ag	D2 agonist
COc1ccc(OC)c(/C=C2\Oc3cc(OCC(=O)N4CC(O)C[C@H]4C(=O)O)ccc3C2=O)c1 (stereo partly drawn)	16	-2	-6	.	2	-6	2	3.2	2.3
O=C(COC(=O)c1ccc(CO)cc1)Nc1ccc2ccccc2c1	2	2	2	-4	-18	-7	2	0.6	0.7
O=C(NCc1ccco1)Nc1ccc2nsnc2c1	1	-4	1	10	3	-6	0	0.8	0.1
CC(C)N1CCN(Cc2nc(-c3ccccc3)cs2)CC1CCO (stereo not drawn)	0	5	-1	3	-9	1	-1	1.6	-0.1
COc1cc(NC(=O)C2C3C=CC(C3)C2C(=O)O)c(OC)cc1Cl (stereo not drawn)	1	-4	1	25	-8	-1	-3	0.4	-0.5
CC(=O)N1CCC(N(CCN2CCOCC2)C(=S)Nc2c(C)cccc2C)CC1	2	-2	2	11	-14	2	0	0.0	0.0
Cc1ccc(NC(=O)C(=O)NCC2OCCc3ccccc32)cc1 (stereo not drawn)	2	10	-6	-2	-3	33*	0	0.3	-0.1
CN1CCN(c2cc(=O)n(Cc3ccc(F)cc3)c(=O)[nH]2)CC1	1	-5	-20	-21	-12	-5	-3	0.3	9.9
CCOC(=O)C1=C(C)N=c2s/c(=C/c3ccccc3)c(=O)n2C1c1ccc(OC)c(OC)c1 (stereo not drawn)	-1	-3	0	-4	-6	-1	-5	-2.0	0.1
CC(=O)N1CCN(c2ccc(NC(=O)c3ccc([N+](=O)[O-])cc3Cl)cc2)CC1	8	12	-4	1	1	0	1	0.2	-1.4
O=C(O)C(NS(=O)(=O)c1ccc(F)cc1)c1ccccc1 (stereo not drawn)	2	-12	-14	-3	-2	-3	3	0.3	0.2
CN=c1scc(-c2c[nH]c3ccccc23)n1C	9	1	-3	10	-1	-5	-7	0.6	4.3
Cc1ccc(S(=O)(=O)N2CCOCC2)cc1NC(=O)COC(=O)c1ccc2c(c1)OCCO2	1	-2	11	-1	10	2	0	-1.1	1.2
C=C(c1ccccc1)c1ccc(N(C)C)cc1	1	13	-7	-10	-10	3	-2	-0.1	0.3
Cc1ccc(N=C2SCCCN2C(=O)c2cccc(N3C(=O)CCC3=O)c2)cc1Cl	1	3	14	-10	3	-1	-3	0.1	-0.3
Cc1cccc(-n2ncc3c(NCc4cccnc4)ncnc32)c1	0	2	-13	.	17	3	-9	-1.5	-1.6
O=C(CC(O)(c1ccccc1)C(F)(F)C(F)F)c1cccs1 (stereo not drawn)	3	3	-26	-13	5	6	-8	0.0	-0.6
COc1ccc(-n2nc3cc(C)c(NC(=O)c4cccnc4)cc3n2)cc1	0	2	-10	5	9	4	-7	-0.1	-0.3
Cc1ccc(C)c(S(=O)(=O)c2cn(Cc3ccccc3)c3cc(N4CCCC4)c(F)cc3c2=O)c1	2	-9	-35*	-8	.	-1	-2	1.5	-0.5
N#C/C(=C\c1ccc(Oc2ccc(C(F)(F)F)cc2[N+](=O)[O-])cc1)c1nc2ccccc2[nH]1	4	0	-24	-38	-6	3	-5	0.3	-0.7
O=C(NCc1cccc(Cl)c1)c1ccc2c(Cl)c3c(nc2c1)CCCC3	4	-2	5	.	.	2	4	1.0	1.0
CC(C)OC(=O)C1C(=O)CC(C)(O)C(C(=O)OC(C)C)C1c1ccc([N+](=O)[O-])cc1 (stereo not drawn)	1	-3	-15	-11	0	3	6	0.4	0.1
COc1cc2cc(C(=O)O)n(C)c2c(OC)c1OC	6	9	-37*	-6	-23	14	-3	1.0	0.1
COc1ccc(C(C(=O)NC(C)(C)C)N(Cc2ccccc2)C(=O)CCC(=O)Nc2cc(C)on2)cc1 (stereo not drawn)	1	-5	5	15	-5	17	9	-0.1	-1.4
CC1(C)Cc2c(c(N3CCOCC3)nc3sc(C(=O)Nc4ccccc4)c(N)c23)CO1	1	2	1	-1	6	6	9	0.3	0.6

# As a working copy, 2 of the compounds above.
molecule	D1 agonist	D2 potentiator	D1 antagonist	RXFP1 antag	D2 antagonist	TRHR PAM	D1 PAM	TRHR ag	D2 agonist
COc1ccc(OC)c(/C=C2\Oc3cc(OCC(=O)N4CC(O)C[C@H]4C(=O)O)ccc3C2=O)c1 (stereo partly drawn)	16	-2	-6	.	2	-6	2	3.2	2.3
O=C(COC(=O)c1ccc(CO)cc1)Nc1ccc2ccccc2c1	2	2	2	-4	-18	-7	2	0.6	0.7

# Two entries from above in a different format:
SMILES: O=C(CC(O)(c1ccccc1)C(F)(F)C(F)F)c1cccs1 (stereo not drawn)
  D1 agonist: 3
  D2 potentiator: 3
  D1 antagonist: -26
  RXFP1 antag: -13
  D2 antagonist: 5
  TRHR PAM: 6
  D1 PAM: -8
  TRHR ag: 0.0
  D2 agonist: -0.6
SMILES: COc1ccc(-n2nc3cc(C)c(NC(=O)c4cccnc4)cc3n2)cc1
  D1 agonist: 0
  D2 potentiator: 2
  D1 antagonist: -10
  RXFP1 antag: 5
  D2 antagonist: 9
  TRHR PAM: 4
  D1 PAM: -7
  TRHR ag: -0.1
  D2 agonist: -0.3

# Additional records:
molecule	D1 agonist	D2 potentiator	D1 antagonist	RXFP1 antag	D2 antagonist	TRHR PAM	D1 PAM	TRHR ag	D2 agonist
Cc1cc(C(=O)NNC(=O)Nc2ccc(Cl)cc2)no1	2	-1	-2	-12	-2	-8	-2	0.0	-0.3
NC(=O)c1ccc(NC(=O)COC(=O)c2ccc(Cl)nc2)cc1	1	-1	-3	0	-11	11	2	1.0	0.1
S=C1NCCOCCOCCOCCNC(=S)NCCOCCOCCOCCN1	0	7	1	0	-14	-2	-3	0.3	-0.8
CC(CCc1ccccc1)NC(=O)CCC(=O)N1CCC(C(=O)O)CC1 (stereo not drawn)	-1	-3	14	14	-10	5	2	0.8	0.0
Cc1ccc(-n2ncc3c(=O)n(CC(=O)NCC4CCCO4)cnc32)cc1 (stereo not drawn)	2	.	-4	4	.	-4	3	0.4	.
Clc1ccc2nc(CSc3nncn3-c3ccccc3)cn2c1	6	3	18	3	-1	1	5	0.4	-0.2
COc1cc2c(cc1NC(=O)COC(=O)[C@@H](NC(=O)c1ccccc1F)C(C)C)oc1ccccc12	3	10	-3	-6	-9	-3	-8	0.9	1.2
CCOC(=O)c1c(C)[nH]c(C(=O)CN2C(=O)NC(C)(c3ccc(C)cc3)C2=O)c1C (stereo not drawn)	54*	11	1	-9	4	12	0	4.4	1.6
O=[S+]([O-])(c1ccc2c(c1)OCCO2)N1CCN([S+](=O)([O-])c2ccc(F)cc2Br)CC1	7	.	-8	.	.	-3	-2	-0.1	.
CC1CCN(Cc2cc(=O)oc3ccc(C(C)C)cc23)CC1	4	0	-12	-21	27	5	0	-0.4	-0.3
COc1cc2c(OC)cccc2cc1C(=O)O	2	-4	-14	-5	19	11	-2	0.0	0.5
COc1ccc(Cl)cc1NC(=O)Cn1cc(C(=O)c2ccncc2)c(=O)c2cc(C)ccc21	1	-27	-14	8	.	-2	0	0.2	1.0
COc1ccc(N2CCN(C(=O)C3CCN(S(=O)(=O)c4c(C)noc4/C=C/N(C)C)CC3)CC2)cc1	1	8	3	-23	-7	-1	-2	0.6	-0.5
COc1cccc(N2CCN(Cc3cccnc3)CC2)c1	1	-8	-8	1	-10	-1	-5	0.2	24
CC(=O)Nc1ccc(S(=O)(=O)NC2(C(F)(F)F)C(=O)Nc3c2c(=O)[nH]c(=O)n3Cc2cccnc2)cc1 (stereo not drawn)	1	-10	-1	-11	-5	-10	2	0.5	0.7
CCOCCCNCc1ccc(OCc2ccccc2Cl)cc1	36*	-6	-13	14	-34	20	0	1.0	0.4
Cc1cccc(NC(=O)C2CCCN(c3nnc(-n4c(C)ccc4C)s3)C2)c1C (stereo not drawn)	2	.	-9	0	.	10	-3	-2.2	-1.2
COC(=O)c1ccccc1NC(=O)COc1ccccc1[N+](=O)[O-]	0	.	0	2	7	4	2	0.5	0.1
O=C(Cn1c(=O)sc2ccccc21)Nc1ccccc1C(=O)O	2	-5	6	3	-6	-6	-8	-0.7	-0.3
CN(CCc1ccccn1)S(=O)(=O)c1ccc2c3c(cccc13)C(=O)N2	0	8	-16	-3	9	-3	3	0.1	0.2
Cc1ccc(C2(C)NC(=O)N(CC(=O)NC(=O)NC(C)C)C2=O)cc1 (stereo not drawn)	8	2	-4	-3	-8	10	-3	0.0	-1.2
CN(C)S(=O)(=O)c1ccc(Cl)c(C(=O)Nc2ccc(S(=O)(=O)N3CCOCC3)cc2)c1	1	5	-3	-10	26	-20	-2	1.5	2.5
O=C(Nc1ccc(N2CCOCC2)c(Cl)c1)c1ncn[nH]1	3	-1	-29	4	-1	-4	0	-0.2	1.0
COc1ccc2cc(CCNC(=O)C(C)C)c(=O)[nH]c2c1	0	-4	22	.	7	-2	1	0.5	-0.4
Cc1ccc(-c2nc(N)sc2CC(=O)OCC(=O)NCC2CCCO2)cc1 (stereo not drawn)	0	2	-42*	-7	-10	1	-7	0.6	-0.7

molecule	D1 agonist	D2 potentiator	D1 antagonist	RXFP1 antag	D2 antagonist	TRHR PAM	D1 PAM	TRHR ag	D2 agonist
Cc1ccc(OCC(=O)N(Cc2ccc(C)o2)C2CCS(=O)(=O)C2)cc1 (stereo not drawn)	1	0	5	18	1	-2	-4	-0.2	-0.2
c1coc(-c2nc(-c3ccncc3)no2)c1	1	-13	6	4	-10	5	0	-0.2	1.8
c1ccc(C2c3[nH]c4ccccc4c3CCN2Cc2cccn2-c2ccccn2)nc1 (stereo not drawn)	1	-12	5	-4	-15	-6	-10	0.6	-1.0
COC(=O)c1c(NC(=O)CN2CCC3(O)CCCCC3C2c2ccccc2OC)sc(C)c1C (stereo not drawn)	3	-7	11	6	13	-9	-5	-0.1	0.4
Cc1nc(-c2ccc(C)c(N3CCN(C(=O)Nc4cccc(Cl)c4C)CC3)c2)no1	0	-6	1	.	.	0	-7	-0.3	0.5
CCCc1ccc(OCCNC(=O)c2ccccc2Br)cc1	10	-10	-4	-3	-2	-4	-3	-0.6	-2.5
CCOC(=O)CSc1nnc(-c2c[nH]c3ccccc23)n1CC	12	11	-3	-9	-13	10	.	-0.3	0.4
CC(C)NC(=S)N/N=C/C1=CCC2CC1C2(C)C (stereo not drawn)	1	-9	13	-1	-2	-2	-7	0.0	0.9
Cc1ccc(S(=O)(=O)Nc2cc3c(cc2Cl)n(C)c(=O)c(=O)n3C)cc1	2	0	-13	-12	.	2	-1	0.6	0.1
COc1ccc(CCNC(=O)Cn2nc(C)c3c(C)n(-c4ccc(C)cc4)nc3c2=O)c(OC)c1	2	.	-43*	-28	.	-8	-2	-1.2	-1.4
CSC1=NC(=O)/C(=C/c2ccc(SC)cc2)S1	3	-1	2	-13	6	3	0	0.7	0.9
O=C(CCNC(=O)c1ccc(Br)cc1)NC1CCCc2ccccc21 (stereo not drawn)	3	1	-19	-7	16	3	-3	0.0	-0.2
Cc1ccc(-c2nn3nnnc3c3ccccc23)cc1C	-2	10	-7	15	-12	-4	0	0.6	-0.8
S=c1[nH]nc(CCc2nc3ccccc3[nH]2)n1-c1cccc(Cl)c1	3	-2	7	-13	9	-5	1	0.9	0.3

# Screening results from PubChem BioAssay.
